# Screening results from PubChem BioAssay.
# RmlCD inh mix: RmlC and RmlD coupled enzyme inhibitors, primary screen, biochemical, 384-well, compound mixtures, retest; RmlC/RmlD coupled enzyme inhibition, 384-well mixture HTS; inhibition, % at 5.5 µM; 0.39% of 110,000 active; AID 1532, 2009; in the data active means inhibition above about 30%, passing the limit was not always enough; further: strong numbers were not always called active
# RT RNaseH block: HIV-1 RT RNase H inhibitors, primary screen, biochemical, fluorescence | Gag-Pol polyprotein (Human immunodeficiency virus type 1 group M subtype B (isolate … | RT-RNase H RNA/DNA duplex cleavage | inhibition, % at 10 µM | 1.9% of 65,000 active | AID 565, 2006; in the data active means inhibition above about 50%
# * = called active by the depositor; . = no result given.
SMILES	RmlCD inh mix	RT RNaseH block
CCOc1ccc(-n2c(=S)sc3c(=O)[nH]c(SCC(=O)NC(C)CC)nc32)cc1 (centres undefined)	-6.3	.
Cc1nn(Cc2ccccc2)c(Cl)c1C(=O)NCc1ccc(C)n1C	-11.7	6.9
O=C(CNC(=O)c1ccc(Cl)cc1)NCCCn1ccnc1	10.3	-6.1
COc1ccc(CCN(C(=O)c2ccc(F)cc2)C2=CC3CCC(C2)N3C)cc1OC (centres undefined)	-6.5	-5.9
c1ccc(-c2nnc(-c3ccco3)n2-c2ccccc2)cc1	-9.6	-19.1
CSCCC(NS(=O)(=O)c1ccc(Cl)cc1)C(=O)OCC(=O)NC12CC3CC(CC(C3)C1)C2 (centres undefined)	-7.8	.
Cc1ccoc1C(=O)NCCCNC(=O)c1occc1C	-7.1	-5.7
O=C(CCCSc1nc2sc3c(c2c(=O)[nH]1)CCC3)NCCCO	-7.4	-5.1
CCc1nnc(NC(=O)C2CC(=O)N(Cc3ccco3)C2)s1 (centres undefined)	4.4	4.7
CCSc1nc2ccccc2n1CCOc1ccccc1	-6.5	.
CC1=NN2C(=N)/C(=C\c3ccc(SCc4ccccc4)o3)C(=O)N=C2S1	6.2	.
COc1ccc(C(=O)Nc2ccc(S(=O)(=O)N3CCCC3)cc2)c(OC)c1	69.0	.
O=C1CC(N2CCC(O)(c3ccc(Cl)cc3)CC2)C(=O)N1 (centres undefined)	-9.9	-2.3
CCOC(=O)c1cn(CC(=O)Nc2cccc(Cl)c2C)nn1	-11.7	.
CCOc1ccccc1C1C2C(=O)N(c3ccccc3)C(=O)C2ON1c1ccccc1 (centres undefined)	9.7	9.3
c1ccc(Cc2nnc3sc(-c4cccs4)nn23)cc1	5.6	85.2*
O=C(C1=C[C@@H](c2ccc(C(F)(F)F)cc2)C[C@@H](OCc2ccc(CO)cc2)O1)N1CCOCC1	-9.7	.
CC12CCC(C(=O)Nc3cc(Cl)ccc3Cl)(C/C1=N\O)C2(C)C (centres undefined)	5.5	.
Cc1csc(NC(=O)C2CCCC2)n1	-13.2	.
N=c1n(CCO)c2ccccc2n1Cc1ccc(Cl)cc1	3.3	-42.8
CCCCNCc1cc(Br)c(OCC(=O)N2CCOCC2)c(OC)c1	-14.1	.
CN1CCN(C(c2ccccc2)c2nnnn2Cc2ccccc2)CC1 (centres undefined)	2.0	.
Cc1ccc(S(=O)(=O)NCC(=O)OC(C(=O)c2ccccc2)c2ccccc2)cc1 (centres undefined)	-207.3	.
CCOc1cccc2cc(-c3csc(NC(=O)CCC(=O)N4CCN(C)CC4)n3)c(=O)oc12	.	-1.7
CC(=O)c1ccc(OCC(O)CN2CC(C)OC(C)C2)cc1 (centres undefined)	-6.8	-6.0
O=C(O)/C=C\C(=O)Nc1ccccc1C(=O)NCc1ccccc1	-11.8	.
Cc1cc(C(C)(C)C)cc(S(=O)(=O)Nc2ccc(O)c(C(=O)O)c2)c1C	-2.6	.
CC(C)Cn1c(SCC(=O)NC2CCCc3ccccc32)nc(O)cc1=O (centres undefined)	-8.4	-0.6
COc1ccccc1N(CC(=O)Nc1cc(C)on1)S(=O)(=O)c1ccc(Cl)cc1	5.4	.
COc1ccc(NC(=O)N2CCCC(C(=O)NC(C)C)C2)cc1 (centres undefined)	-12.0	.
O=C(NCC(c1cccnc1)N1CCN(c2ccccc2F)CC1)c1ccccc1 (centres undefined)	-9.3	-8.5
CCOc1ccc2nc(Cl)c(/C=C/C(=O)c3ccco3)cc2c1	8.2	.
CCOCCn1c(CN2CCCCC2C)nc2c1c(=O)n(C)c(=O)n2C (centres undefined)	.	-4.5
CCCCCCCC(=O)N/N=C(\C)c1cccnc1	5.0	.
Cc1cc(F)ccc1S(=O)(=O)Nc1ccccc1C(=O)Nc1ncn[nH]1	-5.9	-72.5
OCCNc1nc(-c2cccnc2)nc2ccccc12	-1.5	-13.4
Cc1ccccc1CN1C2=NCCN2c2ccccc21	14.1	-11.4
COC(=O)c1sc(NC(=O)COc2cccc3ccccc23)nc1C	-12.0	.
COc1ccc(C(=O)/C=C/c2ccc(C)cc2)c(OC(=O)c2ccc([N+](=O)[O-])cc2)c1	-9.6	.
O=C(O)CCc1nn2c3ccccc3n(CCN3CCCCC3)c2nc1=O	4.4	.
CCc1ccc(NS(=O)(=O)c2ccc3[nH]cc(C(=O)N4CCCCC4)c(=O)c3c2)cc1	8.9	6.4
COC(=O)C12CC3CC(C1)CC(n1cnc(Cl)n1)(C3)C2	1.8	.
O=C(CSc1nnc(Cc2cccs2)n1Cc1ccco1)Nc1cccc(Cl)c1	18.0	-17.3
CCN(CC)S(=O)(=O)c1cccc(-c2nnc(SCC(=O)NC3CCCCCC3)n2N)c1	-9.1	.
CS(=O)(=O)N(CC(=O)Nc1ccc2c(c1)OCO2)Cc1ccccc1	-13.0	-1.6
COc1ccc(-c2c(C)nn3c(N4CCC(C(=O)NCCN(C)C)CC4)cc(C)nc23)cc1OC	7.2	2.6
O=C(CN1CCN(C(=O)c2cccc(F)c2)CC1)NC1CCCCC1	6.2	-23.7
CCc1nc2sc3c(c2c(=O)n1NC(=O)CCl)CCCC3	7.6	.
Cc1ccc(-c2cc(C(F)F)n3ncc(C(=O)Nc4c(C)nn(Cc5ccccc5Cl)c4C)c3n2)cc1	-11.3	.
CC1CC(C(F)(F)C(F)(F)F)n2nc(C(=O)O)cc2N1 (centres undefined)	.	2.5
CCCN1CCCc2cc(CN)ccc21	1.0	21.3
Cc1cc(C)cc(SCc2noc(C(=O)NCC3CC3)c2C(=O)NCC2CC2)c1	2.6	.
CCCCC1(Cc2cccc([N+](=O)[O-])c2)C(=O)N(c2ccccc2)N(c2ccccc2)C1=O	-12.2	.
CS/C(=N\S(=O)(=O)c1ccc(N)cc1)NS(=O)(=O)c1cccs1	11.6	9.5
Cc1ccc(-n2c(-c3nn(C)c(C)c3Cl)n[nH]c2=S)cc1	-11.2	.
COc1ccccc1Nc1nc(N)nc(-c2oc3ccccc3c2C)n1	7.9	.

# Later entries.
SMILES	RmlCD inh mix	RT RNaseH block
Cc1ccc(SC/C(O)=C(\C#N)c2nc3ccccc3s2)cc1	-6.6	5.1
COCCCNC(=O)C1CCCCN1S(=O)(=O)c1ccc(F)cc1 (centres undefined)	-14.0	-13.1
CC1=CCC(C(=O)O)(C(=O)N/N=C/c2cccs2)C(c2ccc([N+](=O)[O-])cc2)C1 (centres undefined)	-12.5	.
Fc1ccc(Cn2c(-c3cscn3)nc3ccccc32)c(Cl)c1	-3.1	.
COc1ccc(OC)c(N(CC(N)=O)S(=O)(=O)c2ccc(OC)c(OC)c2)c1	7.3	.
O=C(Nc1ccc2c(c1)OCCO2)NC1(C(F)(F)F)Oc2ccccc2O1	1.2	3.7
CN1CC(c2ccccc2)C2(COc3ccccc3C2=O)C12C(=O)Nc1ccccc12 (centres undefined)	6.7	.
Cc1nc2sc(C(c3cccc(F)c3)N3CCN(C(=O)c4ccco4)CC3)c(O)n2n1 (centres undefined)	6.3	-13.3
Cn1c(=O)c2c(-c3ccccc3)n(C3CCCCC3)cc2n(C)c1=O	-8.1	-21.3
CC(=O)c1cc(C)ccc1OC(=O)c1cccc2nc(C)oc12	-3.0	-20.6
CC1=NNC(=O)C1CCC(=O)N/N=C\c1ccccc1[N+](=O)[O-] (centres undefined)	-6.2	.
CN(C)C(=O)CSc1nnc(-c2cc(-c3cccs3)nc3ccccc23)o1	10.3	-37.5
COC(=O)CC1Sc2ccccc2NC1=O (centres undefined)	-8.8	1.3
O=C(OCC1OC(n2cnc3c(N(C(=O)c4ccccc4)C(=O)c4ccccc4)ncnc32)C(O)C1F)c1ccccc1 (centres undefined)	-2.7	.
Cc1ccc(/C=N/n2cnc3sc4c(c3c2=O)CCCC4)o1	0.8	-14.9
CC(=O)Nn1c(COc2ccccc2C)nc2ccccc2c1=O	-11.4	-20.6

# Reformatted: results already given
# The line under a structure holds: RmlCD inh mix, RT RNaseH block
> CC(=O)Nn1c(COc2ccccc2C)nc2ccccc2c1=O
  -11.4, -20.6
> COC(=O)CC1Sc2ccccc2NC1=O (centres undefined)
  -8.8, 1.3
> CN(C)C(=O)CSc1nnc(-c2cc(-c3cccs3)nc3ccccc23)o1
  10.3, -37.5

# Further results follow:
SMILES	RmlCD inh mix	RT RNaseH block
CCCCOCCCn1c(-c2ccco2)nc2nc3ccccc3nc21	41.2*	17.0
COc1ccc(C(=O)NCc2n[nH]c(=S)n2-c2ccccc2)cc1OC	0.7	3.2
COc1ccc(-c2noc(CCC(=O)Nc3ccc4c(c3)OCCO4)n2)cc1	-12.4	-1.9
CCOC(=O)c1c(C#N)cnn1-c1ccc(C)cc1	-12.9	.
COC(=O)[C@H](C)NC(=O)Nc1ccc(Oc2ccccc2)cc1	-7.0	-10.5
Cc1c(Br)cc(C(=O)NC2CCCCC2)c(C)c1C	3.4	.
O=C(Cn1nnc(-c2ccncc2)n1)Nc1ccc2c(c1)CCC2	2.6	12.2
CCOC(=O)N1CCC(NC(=O)c2cc3c(-c4ccccc4F)nn(C)c3s2)CC1	-1.7	-1.5
COc1ccc(C2=NOC(Cn3c(Cc4ccc(Cl)cc4)nc4c3c(=O)n(C)c(=O)n4C)C2)cc1 (centres undefined)	-4.5	3.2
Cc1nc(=S)n(-c2ccccc2)[nH]1	11.9	4.4
C=CCNC(=O)c1ccccc1NC(=O)c1cccc2ccccc12	-11.3	.
COc1cccc(C2CC(c3ccc(Cl)cc3Cl)n3nc(N)nc3N2)c1 (centres undefined)	7.8	-0.6
NC(=O)c1cc2n(n1)C(C(F)(F)F)CC(c1ccco1)N2 (centres undefined)	-9.3	-8.9
Cn1c(=O)n(CCc2ccccc2)c(=O)c2c1ncn2Cc1ccccc1	4.1	-13.6
Cc1cc(C)n(-c2nnc(C)n2N)n1	8.7	-17.4
CCOc1ccc(NC(=O)CN2CCN(CC(=O)Nc3cccc(F)c3)CC2)cc1	-0.3	-9.2
Cn1nccc1C(=O)c1ccc(Cl)cc1	5.5	-2.1
CCCSC1=N/C(=C\c2ccc3c(c2)OCO3)C(=O)S1	8.3	.
O=[N+]([O-])c1ccccc1/C=C/C=N/n1c(-c2ccc(Cl)cc2)n[nH]c1=S	6.6	.
COc1ccc(OCc2nnc3n2N=C(c2ccc(C)cc2)CS3)cc1	11.4	-17.7
CCOC(=O)c1cc2occc2n1Cc1ccc(F)cc1	7.1	.
COC(=O)c1sc(N)c(C(=O)OC)c1COC(=O)C1CC(=O)N(Cc2ccco2)C1 (centres undefined)	-9.0	-17.1
COc1ccc(NC(=O)CSc2nccc(C)n2)cc1	-15.0	-10.6
CC(=O)c1cccc(NC(=O)CN(Cc2ccccc2)S(C)(=O)=O)c1	-6.0	-10.9
COc1ccc(C(C(C(=O)c2ccco2)N2CCOCC2)N2CCOCC2)cc1 (centres undefined)	-6.7	13.3
CCC(C)[C@H](NC(=O)NC1CC1)C(=O)O (some centres undefined)	-9.4	-15.1
Cc1nc(-c2ccccc2O)n(S(=O)(=O)N(C)C)n1	10.2	-13.5
CCC(=O)N1CCN(c2ccc(NC(=O)c3c(F)c(F)c(OC)c(F)c3F)cc2)CC1	1.2	.
COc1ccc(NC(=O)CN(C2CCCCC2)S(C)(=O)=O)cc1Cl	2.2	.
COc1cc(C2NC(C(=O)O)Cc3c2[nH]c2ccccc32)cc(OC)c1OC (centres undefined)	-14.9	.
N#CCCCSc1ncccc1-c1nc2ccccc2[nH]1	-6.2	-7.4
O=C(NC1CCCC1)C(c1ccncc1)N(Cc1cccs1)C(=O)c1csnn1 (centres undefined)	9.5	10.2
CC(C)Cc1ccc(S(=O)(=O)N2CCOCC2)cc1	12.7	.
O=C(c1noc2c1CCCC2)N1CCN(c2ccccc2)CC1	4.2	-8.9
c1ccc2c(Cn3ccnc3)c[nH]c2c1	-5.7	-7.6
C[C@H](C(=O)O)c1n[nH]c(=O)c2ccccc12	3.6	25.4
OC(CSc1c(Cl)cccc1Cl)CN1CCN(c2ccccc2F)CC1 (centres undefined)	0.3	.
O=C(OCn1ncc(Cl)c(Cl)c1=O)c1cccc(C(F)(F)F)c1	-8.8	.
O=C(COc1ccccc1)N1CCN(c2ncnc3c2cnn3-c2ccccc2)CC1	7.3	-4.5
COCCn1c(SCCN2CCOCC2)nc2c1c(=O)[nH]c(=O)n2C	6.9	87.8*
Cc1cccc(OCCSc2ncnc3nc[nH]c23)c1	3.5	.
CCCNCCC(c1ccco1)c1ccccc1OC (centres undefined)	-13.3	.
CC1CC(C)CN(c2ncc3c(n2)CC(c2ccc(Cl)cc2)CC3=O)C1 (centres undefined)	4.4	-4.7
CC(=O)N(C)c1ccc(NC(=O)c2ccccc2C(=O)O)cc1	-20.1	-5.7
CC1CC(C)CN(CCCNC(=O)Cn2ncn3cccc3c2=O)C1 (centres undefined)	1.2	.
CCN1CCN(c2ccc(NC(=O)C(C)C)cc2Cl)CC1	-6.8	.
CCOC(=O)N1CCN(c2c(Nc3cc(C)[nH]n3)c(=O)c2=O)CC1	9.4	-1.5
N#CCC(=O)N1CC2(CC(c3cccc(NC(=O)COc4ccc(Cl)cc4)c3)=NO2)C[C@@H]1C(N)=O (some centres undefined)	9.7	.
Cc1ccc(C(=O)Nc2nnc(-c3ccc(C(C)(C)C)cc3)s2)cc1	-0.1	.
CCOC(=O)c1cccc(NC(=O)Cn2cnc3c2c(=O)n(C)c(=O)n3C)c1	8.4	-3.8
Clc1cccc(Cl)c1NC1=NCCN1	-10.4	.

# These rows are one share of the data. The share of hits here may be higher or lower than overall.
